# Bioassay records deposited in PubChem BioAssay by several laboratories.
# SUMO1 PPI mod: modulators of human SUMO1-mediated protein-protein interactions; P63165; SUMO1 binding to a labelled peptide, TR-FRET, 1 h; inhibition, % at 20 µM; 0.33% of 360,000 active; AID 602429; in the data active means inhibition above about 37%
# Target sequence (P63165 whole entry, looked up): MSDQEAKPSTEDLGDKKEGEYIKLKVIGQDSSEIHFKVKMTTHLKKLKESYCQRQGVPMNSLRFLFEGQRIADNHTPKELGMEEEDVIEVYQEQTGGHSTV
# CSN inh: CSN deneddylation inhibition; Purified CSN, SCF-Nedd8-OG deneddylation, fluorescence polarization; Q92905; AID 651999; 0.38% of 360,000 active; inhibition, % at 12.5 µM;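 active means pattern-corrected inhibition above about 35%, with an unprinted fluorescence ratio check between 0.5 and 1.5, limit read from the data, passing the limit was not always enough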;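 further: 0% = enzyme with substrate and 100% = substrate without enzyme; some results filed as inactive read as strong as hits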
#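 Detection – fluorescence polarization · System – HEK293T-derived human Csn5 enzyme · Controls – substrate-only high control, full reaction low control · Timing – 90 min, room temperature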
# NadD block: blocks S. aureus nicotinate mononucleotide adenylyltransferase; purified NadD enzyme, colorimetric absorbance read-out; inhibition, % at 20 µM; 0.78% of 360,000 active; in the data active means inhibition above about 26%; further: some compounds past the cut are filed as inactive
# Rpn11 inh: blocks the human proteasome subunit Rpn11. O00487. human 26S proteasome, Ub4-pepOG fluorescence polarization; 20S core pre-blocked with epoxomicin. calls only at 20 µM. 0.59% of 360,000 active. AID 588493;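 active means inhibition at 20 µM, scaled to each plate's controls, above about 33%, limit read from the data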
# Target sequence (O00487 whole entry, looked up): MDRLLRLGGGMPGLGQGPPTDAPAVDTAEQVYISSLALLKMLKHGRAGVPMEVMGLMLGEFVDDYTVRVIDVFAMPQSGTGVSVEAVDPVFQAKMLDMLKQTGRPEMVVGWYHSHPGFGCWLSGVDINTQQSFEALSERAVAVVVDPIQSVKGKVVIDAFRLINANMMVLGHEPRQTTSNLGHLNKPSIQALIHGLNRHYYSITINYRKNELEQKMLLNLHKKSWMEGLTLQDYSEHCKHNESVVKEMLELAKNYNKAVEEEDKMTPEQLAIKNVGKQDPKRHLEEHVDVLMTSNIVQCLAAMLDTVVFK
# Scp-1 inhibitor: inhibitors of human Scp-1 phosphatase | 0.88% of 340,000 active | AID 493091 | inhibition, % at 20 µM | Q9GZU7 | Recombinant Scp1, phosphopeptide, malachite green phosphate absorbance;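 active means inhibition above about 50% at 20 µM, limit read from the data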;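 further: plate controls were DMSO wells with enzyme for no effect and wells lacking enzyme for full effect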
#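 assay system = SCP-1 phosphatase catalytic domain, residues 76-261 | buffer or medium = 50 mM Tris acetate pH 5.5, 0.005% Tween-20, 10 mM MgCl2 | incubation = enzyme reaction 45 min at room temperature, colour 5 min, stabilisation 30 min | signal = Phosphate-binding colour reagent, absorbance read at 630 nm | measure = % inhibition at 20 µM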
# Rin1 Abl inh: inhibitors of human Rin1-Abl protein interaction | inhibition, % at 7.35 µM | 0.4% of 360,000 active | TR-FRET Rin1/Abl binding, biochemical | AID 588664; in the data active means inhibition above about 5%, passing the limit was not always enough
# STEP inh: inhibitors of human striatal-enriched phosphatase STEP; P54829; recombinant STEP, OMFP fluorogenic substrate, fluorescence; inhibition, % at 20 µM; 0.25% of 360,000 active;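 active means inhibition at 20 µM, scaled per plate between control wells, above about 37%, limit read from the data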;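 further: 0% = DMSO with enzyme and substrate and 100% = substrate only without enzyme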
# Target sequence (P54829 whole entry, looked up): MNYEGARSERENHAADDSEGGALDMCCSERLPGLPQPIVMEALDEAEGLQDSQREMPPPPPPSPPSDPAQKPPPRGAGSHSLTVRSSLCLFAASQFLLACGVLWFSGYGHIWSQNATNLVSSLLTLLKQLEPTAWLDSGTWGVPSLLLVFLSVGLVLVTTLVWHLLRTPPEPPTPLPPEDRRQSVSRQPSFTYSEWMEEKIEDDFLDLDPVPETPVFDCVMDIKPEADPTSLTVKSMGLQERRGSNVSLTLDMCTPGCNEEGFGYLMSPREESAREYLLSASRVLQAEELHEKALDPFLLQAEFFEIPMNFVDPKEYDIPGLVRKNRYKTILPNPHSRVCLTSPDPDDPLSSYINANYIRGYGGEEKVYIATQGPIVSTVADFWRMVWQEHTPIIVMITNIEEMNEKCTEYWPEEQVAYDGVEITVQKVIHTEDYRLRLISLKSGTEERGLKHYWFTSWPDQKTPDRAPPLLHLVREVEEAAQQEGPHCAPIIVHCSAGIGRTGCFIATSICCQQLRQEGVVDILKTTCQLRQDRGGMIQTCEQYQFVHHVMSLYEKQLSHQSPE
#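 System: isolated STEP enzyme; schedule: 20 min enzyme reaction at room temperature, protected from light; medium: Bis-Tris buffer pH 6.0, 2.5 mM DTT, 0.005% Tween 20; signal: fluorescence, 480/540 nm; dosing: single compound dose of 20 µM, 1% DMSO final; also added: OMFP substrate, 25 µM final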
# DNMT1 inh: blocks human DNA methyltransferase DNMT1. 0.83% of 360,000 active. P26358. DNMT1 molecular beacon, Hinp1I cleavage, fluorescence. inhibition (reported as % activation of signal), % at 10 µM; in the data active means inhibition above about 50%
# LMPTP inh: LMPTP (human) inhibition | recombinant LMPTP-A, OMFP fluorogenic substrate, fluorescence intensity | inhibition, % at 20 µM | 0.22% of 360,000 active;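 active means compounds that cut the enzyme signal by at least half of the control window in the single-dose screen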;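 further: plate controls were DMSO wells with enzyme plus substrate for no effect and substrate without enzyme for full effect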
#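 Test system – LMPTP-A enzyme · Amount – LMPTP-A at 0.625 nM final in the reaction · Buffer or medium – Bis-Tris pH 6.0, DTT, detergent · Reagent – OMFP 400 µM · Doses – single 20 µM dose · Schedule – reaction 50 min, room temperature, dark · Detection – fluorescence intensity of OMFP turnover product · Evaluation – percent inhibition versus substrate-only and uninhibited controls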
# Neddyl block: blocks human cullin neddylation; TR-FRET cullin neddylation, biochemical; AID 651699; calls only at 25 µM; P61081+Q13564; 0.58% of 360,000 active; in the data active means inhibition above about 36%
# * = called active by the depositor; i = inactive; / = no result given. Compounds were not picked by outcome. Share with any hit: about 3.8%.
1. COc1ccccc1NS(=O)(=O)c1ccc(O)c(C(=O)OCc2cccc([N+](=O)[O-])c2)c1
2. COc1ccc(C(c2nnnn2C(C)C)N2CCN(C(=O)c3ccco3)CC2)cc1 (configuration not stated)
3. COc1ccc(-c2cn3cccnc3n2)cc1NC(=O)C1CC1
4. Cc1ccc(S(=O)(=O)NCC(=O)N(CC2CCCO2)C(C(=O)NC2CCCC2)C(C)C)cc1 (configuration not stated)
5. O=C(CC[C@H]1O[C@@H](n2cnc3c(NC(=O)c4ccccc4)ncnc32)[C@H](O)[C@@H]1O)NCC1CCCO1 (some centres not stated)
6. Clc1ccc(-c2csc(N/N=C/c3ccco3)n2)cc1
7. NC(Cc1ccc(C(F)(F)F)cc1)c1csc(NC(=O)NCCc2ccccc2)n1 (configuration not stated)
8. O=C(CCCCCn1nnc2ccccc2c1=O)Nc1ccccc1F
9. CCOC(=O)CSc1ncc(-c2ccccc2)nn1
10. COc1ccc(-c2cc(C(F)(F)F)n3ncc(C(=O)NCC4CCCO4)c3n2)cc1OC (configuration not stated)
Screen / compound no.	1	2	3	4	5	6	7	8	9	10
SUMO1 PPI mod	17	6	-11	5	0	-10	-30	-3	-17	-17
CSN inh	2	0	3	-1	-7	-6	-2	2	1	-4
NadD block	-1	-4	-2	-13	-3	0	4	-7	0	0
Rpn11 inh	i	i	i	i	i	i	i	i	i	/
Scp-1 inhibitor	-9	0	5	-7	/	-11	/	-7	3	5
Rin1 Abl inh	5	0	-3	1	4	2	3	3	2	1
STEP inh	4	-1	-3	-1	-2	3	0	0	-4	7
DNMT1 inh	0	1	1	-1	7	-12	-15	-3	6	5
LMPTP inh	2.4	-0.7	-0.4	0.0	-0.2	4.4	0.2	-3.1	1.0	-0.4
Neddyl block	i	i	i	i	i	i	i	i	i	i

11. O=C(C(=Cc1ccc(F)cc1)C(=O)c1ccccc1)c1ccccc1
12. Cc1nn(CC(N)=O)c(=O)c2ccccc12
13. CCOC(=O)N1CCN(C(=O)C(=O)Nc2sc3c(c2C(=O)O)CC(C)(C)OC3)CC1
14. Cc1nn(C(C)C(=O)NCC2CCCO2)c(=O)c2c1sc1ccccc12 (configuration not stated)
15. CCOc1ccc2[nH]c(=O)c(CN(CCN3CCCC3)C(=S)Nc3ccccc3OCC)cc2c1
16. CCOc1c(Cl)cnn(-c2ccc(C)cc2)c1=O
17. O=C(COC(=O)c1cc[n+]([O-])cc1)NCCc1ccc(Cl)cc1Cl
18. CN(C)S(=O)(=O)c1ccc(C(=O)OCC2COC(C)(C)O2)cc1 (configuration not stated)
19. Cc1nc(Cl)sc1C(=O)Nc1cc(F)cc(F)c1
20. O=C(CN1CCN(S(=O)(=O)c2cccc(Br)c2)CC1)NCCc1cccs1
Screen / compound no.	11	12	13	14	15	16	17	18	19	20
SUMO1 PPI mod	8	-1	-5	-6	3	-8	-4	0	1	-2
CSN inh	12	-1	3	-3	-1	1	1	1	0	-2
NadD block	-2	2	0	3	10	-10	1	2	-2	3
Rpn11 inh	i	i	i	i	i	i	i	i	i	i
Scp-1 inhibitor	/	-4	-3	-2	-5	4	5	-9	-12	1
Rin1 Abl inh	4	3	0	-1	-2	-1	-1	-1	1	1
STEP inh	0	7	4	-2	4	-1	-3	2	-1	-1
DNMT1 inh	0	-2	1	-2	-11	-1	-2	1	1	-2
LMPTP inh	-0.8	-5.0	-1.8	-0.8	1.8	-0.7	1.3	-1.2	-2.1	0.3
Neddyl block	i	i	i	i	i	i	i	i	i	i

21. O=C(/C=C/c1ccccc1)OCC(=O)c1ccc[nH]1
22. CN(C)S(=O)(=O)c1ccc(C(=O)NCc2nnc(SCC(=O)c3ccccc3)o2)cc1
23. CC(NC(=O)c1ccccc1Cl)c1nnc(SCC(=O)Nc2ccc(C(=O)O)cc2)n1C (configuration not stated)
24. COC(=O)CCC(=O)N1CCC(Oc2cccc(C(=O)NCc3ccccn3)c2)CC1
25. CC(C)(c1ccccc1)c1ccc(OCCN2CCOCC2)cc1
26. COCCCn1cc(CN2CC(N3CCN(C)CC3)CS2(=O)=O)nn1 (configuration not stated)
27. Cc1[nH]c(-c2ccccn2)nc(=S)c1Cl
28. NC(=O)c1nsc(C(=O)N(CC(=O)NCc2ccccc2)c2cccc(F)c2)c1N
29. Cc1cc(C)cc(OCC(=O)Nc2ccc(CN3CCCCC3)cc2)c1
30. CCS(=O)(=O)N1CCC(NC(=O)C(Cc2ccc(OC)c(OC)c2)NC(C)=O)CC1 (configuration not stated)
Screen / compound no.	21	22	23	24	25	26	27	28	29	30
SUMO1 PPI mod	-10	2	-1	-2	4	7	4	-24	-1	2
CSN inh	1	3	8	0	-1	0	-3	2	-5	2
NadD block	-1	-2	7	3	-9	-3	0	-3	-15	-1
Rpn11 inh	i	i	i	i	i	/	i	i	i	i
Scp-1 inhibitor	-6	1	3	/	2	/	-11	-5	-2	1
Rin1 Abl inh	1	4	-4	-3	-3	/	3	-2	3	-2
STEP inh	-2	-4	0	-5	0	/	4	-1	-2	-1
DNMT1 inh	-3	3	6	1	-1	/	-3	1	2	-1
LMPTP inh	0.7	-1.5	-0.6	-2.0	-1.6	-6.7	-2.6	0.5	-0.4	-2.4
Neddyl block	i	i	i	i	i	i	i	i	i	i

# Numbers 19 through 27, reprinted for reference:
19. Cc1nc(Cl)sc1C(=O)Nc1cc(F)cc(F)c1
20. O=C(CN1CCN(S(=O)(=O)c2cccc(Br)c2)CC1)NCCc1cccs1
21. O=C(/C=C/c1ccccc1)OCC(=O)c1ccc[nH]1
22. CN(C)S(=O)(=O)c1ccc(C(=O)NCc2nnc(SCC(=O)c3ccccc3)o2)cc1
23. CC(NC(=O)c1ccccc1Cl)c1nnc(SCC(=O)Nc2ccc(C(=O)O)cc2)n1C (configuration not stated)
24. COC(=O)CCC(=O)N1CCC(Oc2cccc(C(=O)NCc3ccccn3)c2)CC1
25. CC(C)(c1ccccc1)c1ccc(OCCN2CCOCC2)cc1
26. COCCCn1cc(CN2CC(N3CCN(C)CC3)CS2(=O)=O)nn1 (configuration not stated)
27. Cc1[nH]c(-c2ccccn2)nc(=S)c1Cl
Screen / compound no.	19	20	21	22	23	24	25	26	27
SUMO1 PPI mod	1	-2	-10	2	-1	-2	4	7	4
CSN inh	0	-2	1	3	8	0	-1	0	-3
NadD block	-2	3	-1	-2	7	3	-9	-3	0
Rpn11 inh	i	i	i	i	i	i	i	/	i
Scp-1 inhibitor	-12	1	-6	1	3	/	2	/	-11
Rin1 Abl inh	1	1	1	4	-4	-3	-3	/	3
STEP inh	-1	-1	-2	-4	0	-5	0	/	4
DNMT1 inh	1	-2	-3	3	6	1	-1	/	-3
LMPTP inh	-2.1	0.3	0.7	-1.5	-0.6	-2.0	-1.6	-6.7	-2.6
Neddyl block	i	i	i	i	i	i	i	i	i

# (cont.)
31. COc1ccccc1N1CCN(c2nc(-c3ccccc3)cc(C(F)(F)F)n2)CC1
32. CC1=C(C(=O)OC(C)C)C(c2cncc(-c3ccc(F)cc3)c2)C(C#N)=C(N)O1 (configuration not stated)
33. O=C(NC1CCCCC1)C(c1ccnc2ccccc12)n1c(=O)c(-c2ccco2)nc2ccccc21 (configuration not stated)
34. C=C1c2nc3ccccc3n2C=C(c2ccc(C)cc2)N1c1ccccc1
35. CCCCC(=O)NC(=S)NNC(=O)CCc1ccccc1
36. O=C(Nc1ccc(-c2nc3cccnc3s2)cc1)C1CCCO1 (configuration not stated)
37. COc1ccc(CCNS(=O)(=O)c2ccc(C(=O)NCc3ccco3)cc2)cc1OC
38. CCCNS(=O)(=O)c1ccc(CCC(=O)N2CCN(CC)CC2)cc1
39. CCOc1ccccc1NC(=O)C1COc2ccccc2O1 (configuration not stated)
40. Cc1nc(N(C)C)c2sc(=S)n(C)c2n1
Screen / compound no.	31	32	33	34	35	36	37	38	39	40
SUMO1 PPI mod	4	0	-8	-2	0	-23	3	4	-1	5
CSN inh	-1	11	15	5	-4	-4	-4	1	4	-3
NadD block	4	7	/	11	0	-2	-4	-3	-8	6
Rpn11 inh	i	i	/	i	i	i	i	i	i	i
Scp-1 inhibitor	1	-10	/	1	-17	-5	1	-4	2	-4
Rin1 Abl inh	6	0	/	2	-2	-2	0	7	0	1
STEP inh	1	0	/	6	-3	2	-1	-2	0	1
DNMT1 inh	8	-5	/	-12	1	1	2	7	-2	-1
LMPTP inh	0.5	-1.2	2.8	7.4	0.5	-1.1	0.9	-1.4	1.3	1.0
Neddyl block	i	i	i	/	i	/	i	i	i	i

41. c1ccc2c(-c3nc(C4CCCCC4)no3)cc(-c3ccncc3)nc2c1
42. CCOC(=O)C1=C(C)NC(=O)NC1C(C)C (configuration not stated)
43. CCOc1ccc(S(=O)(=O)N2CCOCC2)cc1NC(=O)C1CCC1
44. N#Cc1cccc(CN2C=NS(=O)(=O)c3ccccc32)c1
45. COc1cc(CN2CCCC(CO)(Cc3ccccc3C)C2)cc2c1OCO2 (configuration not stated)
46. COc1ccc(-c2csc(C(O)c3ccc(F)cc3)n2)cc1OC (configuration not stated)
47. Cc1noc(C)c1CSCC(=O)Nc1ccc(S(C)(=O)=O)cc1
48. N#CCCN(C(=O)Nc1ccc(Cl)c(Cl)c1)C1CCCCC1
49. Cc1ccc(OCCC(=O)N(Cc2ccccc2)c2c(N)n(Cc3ccccc3)c(=O)[nH]c2=O)cc1
50. COc1ccc(/C=N/NC(=O)c2cccc(C(F)(F)F)c2)cc1
Screen / compound no.	41	42	43	44	45	46	47	48	49	50
SUMO1 PPI mod	-12	30	-2	0	3	-6	0	5	-1	2
CSN inh	2	2	-2	0	-4	-2	0	0	0	-1
NadD block	-1	-1	0	1	4	-3	-1	-2	-4	-5
Rpn11 inh	i	i	i	i	i	i	i	i	i	i
Scp-1 inhibitor	7	17	-7	-8	3	/	-4	/	1	-5
Rin1 Abl inh	2	3	-1	2	0	-2	-3	0	-5	-3
STEP inh	3	5	-2	1	-3	-1	0	0	-1	2
DNMT1 inh	3	3	2	-2	-12	0	2	3	-1	0
LMPTP inh	4.8	-1.0	0.5	0.1	1.2	-1.1	-1.9	-0.3	-0.2	-1.2
Neddyl block	i	i	i	i	i	i	i	i	i	i
